High-throughput results deposited in PubChem BioAssay by National Center for Advancing Translational Sciences (NCATS).
TGFb inhibitor: qHTS for Inhibitors of TGF-b | 410,000 tested, 1.2% active | Potency, µM (titrated, usually from 46.1 µM), for the others: at the highest dose activity, negative = inhibition, usual class: inhibitors | HepG2 CAGA-GFP TGF-b/SMAD3 reporter, GFP fluorescence, 18 h; TGF-beta stimulated, 500 pg/mL final; further: on the % scale 0 is the no-effect control and ±100 the full control effect; nearly all actives have a fitted effect of over 65% in size
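Using HEPG2 CAGA-GFP reporter cells at 1000 cells/well, we pinned test compounds, stimulated with recombinant TGF-beta (500 pg/mL final) and measured total well GFP after 18 h.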
Nrf2 ARE act: qHTS of Nrf2 Activators; AREc32 ARE-luciferase reporter (MCF7-derived line), luminescence, 24 h; Potency, µM (doses to about 46.1 µM), for the others: at the top dose activation, actives largely listed as activators; 410,000 tested, 0.31% active; AID 624171, 2012; further: % of control where 0% means no effect; nearly all actives have a fitted effect of over 65% in size
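Luminescent ARE reporter assay in AREc32_Fluc cells: overnight plating at 37 deg C, 24 hr compound incubation, Steady-Glo added, 30 min RT before reading.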
A549 tox: Nrf2 qHTS screen for inhibitors: counterscreen for cytotoxicity; A549 ARE-Fluc cells, CellTiter-Fluor viability, 18-24 h; Potency, µM (series often up to 46 µM), for the others: at the highest dose activity change, negative = cytotoxicity, actives largely listed as inhibitors; 390,000 tested, 0.16% active; AID 504648, 2011; further: on the % scale 0 is the no-effect control and ±100 the full control effect
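A549 ARE_Fluc cells in 5% FBS OPTI-MEM were exposed to compounds in concentration-response for 18-24 h at 37 deg C. Viability was read by CellTiter-Fluor fluorescence (Ex 405/Em 525) after 30 min, before the luciferase read.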
Nrf2 block: Nrf2 qHTS screen for inhibitors | A549 ARE-Fluc reporter, luciferase luminescence, 18-24 h | Potency, µM (highest dose often 46 µM), without a hit: at the highest dose activity change, negative = inhibition, most hits filed as inhibitors | 360,000 tested, 2.1% active | AID 504444, 2011; further: on the % scale 0 is the no-effect control and ±100 the full control effect; nearly all actives have a fitted effect of over 60% in size
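Concentration-response testing used A549 ARE_Fluc cells at 5000 cells/well. Following an 18-24 h compound incubation, viability was read by fluorescence (Ex 405/Em 525) and luciferase output by luminescence.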
Numbers without * were called inactive; ? = inconclusive; . = no result given; & = joins results of further samples. The call rests on the fitted dose curve; in most records, active means well fitted curve in the direction sought with a large enough effect; inconclusive means small, poorly fitted or top-dose-only effect, or another doubt; inactive means no such curve, though single readings can be large; an effect the other way counts as inactive or inconclusive. Potency means the concentration at half of the fitted maximal effect. An excerpt, so the mix of outcomes need not match the whole.

Each structure is followed by: TGFb inhibitor | Nrf2 ARE act | A549 tox | Nrf2 block
- Cc1ccc(C)c2c1NC(C(=O)O)C1CC=CC21 (stereo unspecified)
  -16% | . | -2% | 0%
- COc1ccc(C(=O)C2C(=O)C(=O)N(Cc3ccco3)C2c2cccs2)cc1 (stereo unspecified)
  0% | . | -2% | 3%
- CC(=O)Nc1cc(O)c2nonc2c1O
  0.56µM* | . | 6.5µM* | 21µM*
- Cc1cc(CNC(=O)[C@]2(C(F)(F)F)C[C@H](CCC3CCCCC3)CCCO2)nn1C
  ? | . | 8% | 0%
- CCCN1C(=O)c2ccccc2NC1c1ccc(OC)c(COc2cccc(C)c2C)c1 (stereo unspecified)
  1% | . | -8% | 26µM*
- Cc1c(C(=O)N(C)C)sc2c1c(=O)n(-c1ccc(Cl)c(Cl)c1)c(=O)n2CC(=O)Nc1ccc(Br)cc1F
  -10% | . | 4% | 16%
- COc1ccc(Br)cc1C1C2C=CCC(C)C2C(=O)N1Cc1ccccc1 (stereo unspecified)
  ? | . | -9% | ?
- COc1ccccc1-c1nn2c(-c3cc(-c4ccccc4)n[nH]3)nnc2s1
  -5% | . | 3% | -15%
- CC(=O)n1nnc2ccccc21
  -15% | . | -3% | 4%
- O=S(=O)(c1ccc(F)cc1)N1CCN(c2nc(-c3ccccc3)nc3ccccc23)CC1
  0% | . | 0% | 19%
- Cc1cccc(CN2CC34CCC(CC3S2(=O)=O)O4)c1 (stereo unspecified)
  -19% | . | -1% | -6%
- Nc1ncnc2c1ncn2COC(CO)CO
  5% | . | -4% | 2%
- COc1ccc(C2CC(=O)Oc3c(C(CCN4CCOCC4)c4ccc5c(c4)OCO5)c(OC)cc(OC)c32)cc1 (stereo unspecified)
  -14% | . | -16% | -2%
- Cc1nn(C)c(Cl)c1S(=O)(=O)N(Cc1ccco1)c1ncnc2nc[nH]c12
  -2% | . | 7% | -14%
- CC(OCc1ccccc1)C(NC(=O)OC(C)(C)C)C(=O)NC1COC2CC(n3ccc(=O)[nH]c3=O)OC12 (stereo unspecified)
  -1% | . | 1% | 6%
- N#Cc1ccc(S(=O)(=O)N2CCN(c3nc(-c4cccs4)nc4ccccc34)CC2)cc1
  7% | . | -6% | -12%
- Cc1ccc2[nH]c(=O)c(CN(CCCO)Cc3nnnn3Cc3ccccc3)cc2c1
  -14% | . | 2% | -28%
- CN1CCc2c(c3cnc4cc(Cl)ccc4c3n2C)C1
  -15% | . | 1% | -7%
- COc1ccc(C(=O)NCC(=O)OCC(=O)c2ccc3ccccc3c2)cc1
  1% | . | 2% | ?
- CC1(C)CC(=O)C2=C(C1)NC(Nc1nc3ccccc3o1)=NC2c1cccc(O)c1 (stereo unspecified)
  ? | . | ? | 21µM*
- CS(=O)(=O)c1ccc(C(=O)OCC(=O)NC(=O)NC2CCCCC2)cc1[N+](=O)[O-]
  4.5µM* | . | 3% | ?
- Cc1ccc(-c2[nH]ncc2CNCc2ccccc2)cc1
  1% | . | 8% | 2%
- CN1CCc2[nH]c3ccc(Cl)cc3c2C1
  8% | . | -3% | 4%
- COC(=O)C1=C[C@@H](C(=O)OC)[C@@H]2C3=C(C(=O)[C@@]2(CC(C)C)NC(=O)c2ccccc2)[C@H](C)n2c(=O)n(-c4ccccc4)c(=O)n2[C@@H]3C1
  ? | . | -1% | 6%
- c1coc(-c2nc3cc4ccccc4cc3nc2-c2ccco2)c1
  ? | . | -12% | ?
- O=C(NCCN1CCOCC1)C1(C(F)(F)F)C/C(=C/CCO)CCCO1 (stereo unspecified)
  6% | . | -1% | 2%
- O=C(Nc1nnc(C2CCCCC2)s1)C1CCN(C(=O)c2ccco2)CC1
  3% | . | 2% | -3%
- O=C1C2C(c3ccccc3)CC=CC2C(c2ccc(C(F)(F)F)cc2)N1Cc1ccccc1 (stereo unspecified)
  13µM* | . | -9% | ?
- O=C1C[C@@H](c2ccccc2Cl)N1S(=O)(=O)c1ccccc1[N+](=O)[O-]
  0% | . | -2% | 3%
- O=C(NCC1CC1)c1ccc2nc(-c3ccoc3)c(-c3ccoc3)nc2c1
  -2% | . | 2% | -19%
- O=S(=O)(c1ccc(Br)cc1)N1CCN(c2nc(-c3cccs3)nc3ccccc23)CC1
  12% | . | 0% | -2%
- CCCCn1c(SCC#N)nc2ccccc2c1=O
  -24% | . | 3% | -23%
- N#Cc1nc(-c2ccc(OCc3ccc(Cl)cc3)cc2)oc1N1CCCCCC1
  13% | . | 1% | 18%
- CC(=O)c1ccc(-c2c(C3C4C=CCCC4(C)C(=O)N3Cc3ccccc3)ccc3ccccc23)cc1 (stereo unspecified)
  ? | . | -11% | ?
- COC(=O)C1=C[C@@H](C(=O)OC)[C@@H]2C3=C(C(=O)[C@]2(C)NC(=O)c2ccccc2)[C@H](C)[C@@H]2C(=O)NC(=O)[C@@H]2[C@@H]3C1
  -20% | . | -5% | 9%
- O=C1c2ccccc2C(=O)N1c1ccc2ncccc2c1
  27% | . | -4%&8% | 12%&5%
- CCCCC(=O)N1C/C=C\C(c2ccc(OC)cc2)N(Cc2ccc(F)cc2)C(=O)C1C (stereo unspecified)
  ? | . | -14% | -1%
- NC(=O)CSc1ccc2nnc(-c3ccncc3)n2n1
  1% | . | -4% | 2%
- CCOc1cc(C2Nc3ccccc3C(=O)N2Cc2ccco2)ccc1O (stereo unspecified)
  3% | . | -3% | 26%
- COc1ccc(C2/C=C\CN(C(=O)C3CC3)C(C)C(=O)N2Cc2ccc(F)cc2)cc1 (stereo unspecified)
  ? | . | -15% | 5%
- Cc1ccc(SCC(Cc2ccccc2)N2CCN(C)CCC2=O)cc1 (stereo unspecified)
  -11% | . | 2% | 23%
- CCCCc1oc2ccccc2c1C(=O)c1cc(I)c(N(CC)CCOCC)c(I)c1
  ? | . | -1% | 17%
- COc1ccc(C2Nc3ccccc3C(=O)N2Cc2ccco2)cc1 (stereo unspecified)
  -4% | . | -6%&2% | -8%&-4%
- CCC1CC=CC2C1C(=O)N(Cc1ccccc1)C2c1cccc([N+](=O)[O-])c1 (stereo unspecified)
  10µM* | . | ? | -12%
- O=C(CNC(=O)c1ccccc1)NCC(=O)OCC(=O)c1ccc2ccccc2c1
  -2% | . | 0% | -6%

Carrying on:
| compound | TGFb inhibitor | Nrf2 ARE act | A549 tox | Nrf2 block |
| --- | --- | --- | --- | --- |
| COc1[nH]c(/N=C/c2ccco2)c(C#N)c1C#N | 7% | . | 7% | 16% |
| CNC(=O)[C@]1(C(F)(F)F)C[C@H](CCc2ccccc2)CCCO1 | -30% | . | 7% | -19% |
| CS(=O)(=O)c1ccc(C(=O)OCC(=O)N2CCc3ccccc32)cc1[N+](=O)[O-] | ? | . | -5% | -2% |
| COc1ccc(CCNc2ncnc3nc[nH]c23)cc1 | 5% | . | -1% | 15µM* |
| CN(C)/[N+]([O-])=N/Oc1cc(O/[N+]([O-])=N/N2CCCC2CO)c([N+](=O)[O-])cc1[N+](=O)[O-] (stereo unspecified) | -29% | . | ? | -23% |
| COc1ccc(C2CC(c3ccccc3)Oc3cc(OC)c(OC)c(OC)c32)cc1 (stereo unspecified) | 4%&-6% | . | ? | -13%&-11% |
| COc1cc(C2Nc3ccccc3C(=O)N2Cc2ccco2)cc(OC)c1OC (stereo unspecified) | -13% | . | -1% | -4% |
| C/C=C1\COC(C(=O)NCCN2CCOCC2)(C(F)(F)F)C=C1C=C(C)C (stereo unspecified) | -31% | . | -15% | ? |
| Cc1ccc(SCC(CC(C)C)N2CCN(C)CCC2=O)cc1 (stereo unspecified) | -7% | . | -5% | ? |
| O=C(NCc1ccccc1)C1(C(F)(F)F)C/C(=C\Cc2ccccc2)CCCO1 (stereo unspecified) | ? | . | -1% | 6% |
| COc1ccc(C(CCN2CCCC(C)C2)c2c(O)cc(OC)cc2OC)cc1 (stereo unspecified) | -28% | . | -4% | 4% |
| C=C1CCN(C(Cc2ccccc2)C(=O)N2CCOCC2)S(=O)(=O)c2ccccc21 (stereo unspecified) | 0% | . | 1% | 14% |
| O=S(=O)(/N=C(/Sc1ccccc1)c1ccccc1)c1ccc(Cl)cc1 | -1% | . | -2% | -13% |
| COc1ccc(-c2nn3c(-c4cc(-c5ccccc5)n[nH]4)nnc3s2)cc1 | -7% | . | -16% | 23µM* |
| O=C(c1ccco1)N(Cc1cccs1)c1ccc(O)cc1 | 1% | . | 18% | -6% |
| COc1ccc(C2CC(c3ccccc3)Oc3ccc(C(C)(C)C)cc32)cc1 (stereo unspecified) | -9%&-12% | . | -3%&1% | 11%&16% |
| O=[N+]([O-])c1cccc(S(=O)(=O)N2CCN(c3nc(-c4cccs4)nc4ccccc34)CC2)c1 | 4% | . | 0% | 0% |
| CN(C)c1ccc(-c2cc(C3C4C=CCCC4(C)C(=O)N3Cc3ccccc3)ccc2F)cc1 (stereo unspecified) | 2% | . | 2% | -22% |
| CC(=O)OCC(NC(=O)C(CCCCNC(=O)OCc1ccccc1)NC(=O)OC(C)(C)C)C1OC(n2cc(C)c(=O)[nH]c2=O)C(OC(C)=O)C1OC(C)=O (stereo unspecified) | -2% | . | -6% | 13% |
| O=S(=O)(c1ccccc1)n1nc(-c2ccc(Cl)cc2)nc1NCc1ccccc1 | . | 3.6% | -4% | -17% |
| Cc1ccsc1CN(C(=O)COc1cccc(C)c1C)C1CCS(=O)(=O)C1 (stereo unspecified) | . | 5.6% | 0% | -16% |
| CCOC(=O)c1cccc(NC(=O)N2Cc3ccccc3Oc3ncccc32)c1 | . | 3.4% | 0% | -7% |
| CC(=O)c1ccc(NC(=O)CCc2c(C)nc3c(c(C)nn3-c3ccc(C)cc3)c2C)cc1 | . | 4.5% | -3% | ? |
| CCOc1ccc(OCC)c(Nc2nc3ccccc3n3nnnc23)c1 | . | 0.4% | 10% | 5% |
| COc1ccccc1N1CCN(c2c3c(nc4nncn24)CCC3)CC1 | . | -0.2% | 3% | 6% |
| CCCCCOc1ccc(NC(=O)Cn2c(-c3cncs3)nc3ccccc32)cc1 | . | 0.3% | -14% | ? |
| CCOC(=O)N1CCC(NC(=O)c2ccc3c(c2)N(Cc2cc(C)ccc2C)C(=O)c2ccccc2S3(=O)=O)CC1 | . | 0.8% | -1% | -1% |
| Cc1nnc(SCc2ccccc2)c2cc3sccc3n12 | . | 15% | 15% | 7% |
| Cc1ccc2oc(C(=O)N(Cc3sccc3C)C3CCS(=O)(=O)C3)c(C)c2c1 (stereo unspecified) | . | 6.3% | -15% | 23µM* |
| CCOc1ccccc1C(=O)N(Cc1ccc(N(C)C)cc1)Cc1ccco1 | . | 7.0% | 5% | ? |

Grouped by structure, the entries above with a cyano group (four)
| compound | TGFb inhibitor | Nrf2 ARE act | A549 tox | Nrf2 block |
| --- | --- | --- | --- | --- |
| N#Cc1ccc(S(=O)(=O)N2CCN(c3nc(-c4cccs4)nc4ccccc34)CC2)cc1 | 7% | . | -6% | -12% |
| CCCCn1c(SCC#N)nc2ccccc2c1=O | -24% | . | 3% | -23% |
| N#Cc1nc(-c2ccc(OCc3ccc(Cl)cc3)cc2)oc1N1CCCCCC1 | 13% | . | 1% | 18% |
| COc1[nH]c(/N=C/c2ccco2)c(C#N)c1C#N | 7% | . | 7% | 16% |

Continuation.
| compound | TGFb inhibitor | Nrf2 ARE act | A549 tox | Nrf2 block |
| --- | --- | --- | --- | --- |
| CCN(CC)S(=O)(=O)c1nnc(NC(=O)COc2ccccc2F)s1 | . | -0.3% | 0% | ? |
| COC(=O)c1cc2oc3ccccc3c2n1Cc1ccccc1Cl | . | 4.0% | 2% | -7% |
| COC(=O)c1cc2oc3ccccc3c2n1CC(=O)Nc1ccc(F)c(Cl)c1 | . | 4.0% | 1% | -2% |
| COC(=O)Cn1c(=O)c2cccn2c2cccnc21 | . | 5.2% | 20% | 2% |
| CC(C)N(C(=O)CSc1nc2ccc(Cl)cc2[nH]1)c1ccccc1 | . | 3.8% | 1% | 7% |
| Cc1cccc(Nc2nc3ccccc3n3c(N)nnc23)c1 | . | 8.7% | 0% | 17% |
| COc1ccccc1CCNC(=O)CCCn1c(=O)c2cccn2c2cccnc21 | . | 0.4% | -15% | ? |
| Cc1cc(OCC(=O)Nc2cc(-c3nc4ccccc4[nH]3)ccc2C)ccc1Cl | . | 4.5% | -30% | ? |
| CCc1cccc(CC)c1N(COC)C(=O)Cn1c(CC)nc2ccccc21 | . | 8.2% | ? | ? |
